MDM2 E3 inh: MDM2-luciferase reporter signal enhancers, primary screen, MDM2 E3 ligase inhibitor project, cell-based, luminescence, 1536-well; hit rate 0.11% among 210,000; AID 1230, 2008; cell-based MDM2 ubiquitination luciferase reporter, 2 h; 0 = plate control, 100 = twice control, blank-subtracted; signal enhancement, % at 5 µM; E3 ubiquitin-protein ligase Mdm2 (Homo sapiens), Q00987;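 active = signal enhancement of 30% or more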;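 note: luminescence tracks abundance of the self-degrading MDM2-luciferase fusion protein; higher signal means inhibition of MDM2 E3 ligase activity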
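Material: Stable MDM2–luciferase fusion reporter cells | Amount: 2000 cells seeded into each well | Dosing: One concentration, 5 µM, with 0.2% DMSO | Incubation: 4 h cell settling then 2 h compound exposure, 37 °C | Measured by: Luciferase luminescence | Read-out basis: % enhancement relative to plate controls after blank subtraction | Benchmarks: Control and blank well means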
FXIIa inh: human FXIIa protease inhibitors, primary screen, biochemical, 1536-well; Coagulation factor XII (Homo sapiens), P00748; purified FXIIa, Boc-QGR-AMC fluorogenic substrate, 2 h; inhibition, % at 5 µM; hit rate 0.3% among 220,000; AID 800, 2007; in the data active = inhibition above about 40%;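 note: 0% = enzyme with no compound and 100% = blank without enzyme; many of its hits are not listed in these tables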
p97 ATPase inh: inhibitors of human p97 ATPase, primary screen, biochemical; inhibition, % at 8 µM; recombinant p97 ATPase, Kinase-Glo ATP luminescence, 3 h; AID 1481, 2009; hit rate 0.42% among 220,000; in the data active = inhibition above about 15%;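 note: 0% = DMSO vehicle and 100% = wells lacking enzyme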
eIF4E-4G inh: eIF4E–eIF4G protein interaction inhibitors, primary screen, biochemical, uHTS, TR-FRET, eIF4GI fragment; TR-FRET eIF4E-eIF4GI(517-606) binding, 2 h; hit rate 0.37% among 220,000; inhibition, % at 21.7 µM; Eukaryotic translation initiation factor 4E (Mus musculus) + Eukaryotic translation …;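 active = inhibition above about 30%, limit read from the data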;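 note: 0% = full FRET control wells and 100% = background wells lacking eIF4GI fragment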
14-3-3 Bad inh: inhibitors of 14-3-3 zeta/Bad binding, primary screen, biochemical, TR-FRET, bovine 14-3-3 zeta; AID 781, 2007; inhibition, % at 21.7 µM; 14-3-3 protein zeta/delta (Bos taurus), P63103; TR-FRET 14-3-3zeta/Dy647-pBad peptide displacement, 1 h; hit rate 0.71% among 220,000;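 active = inhibition above about 70%, limit read from the data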;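 note: 0% = full 14-3-3 plus peptide FRET controls and 100% = background without 14-3-3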
Target sequence (P63103 whole entry, looked up): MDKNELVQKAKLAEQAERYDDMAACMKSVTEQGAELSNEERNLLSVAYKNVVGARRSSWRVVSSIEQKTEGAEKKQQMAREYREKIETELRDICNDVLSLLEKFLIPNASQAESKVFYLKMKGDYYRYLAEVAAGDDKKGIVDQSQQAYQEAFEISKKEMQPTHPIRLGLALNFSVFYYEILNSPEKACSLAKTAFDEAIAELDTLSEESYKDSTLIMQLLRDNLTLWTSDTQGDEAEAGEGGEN
KLK5 inh: human KLK5 protease inhibitors, primary screen, biochemical, 1536-well | Kallikrein-5 (Homo sapiens), Q9Y337 | hit rate 0.59% among 210,000 | recombinant hK5, fluorogenic AMC substrate cleavage | inhibition, % at 5 µM;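 active = inhibition of 40% or more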;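 note: 0% = enzyme controls without compound and 100% = no-enzyme blanks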
Target sequence (Q9Y337 67-293 limits assumed): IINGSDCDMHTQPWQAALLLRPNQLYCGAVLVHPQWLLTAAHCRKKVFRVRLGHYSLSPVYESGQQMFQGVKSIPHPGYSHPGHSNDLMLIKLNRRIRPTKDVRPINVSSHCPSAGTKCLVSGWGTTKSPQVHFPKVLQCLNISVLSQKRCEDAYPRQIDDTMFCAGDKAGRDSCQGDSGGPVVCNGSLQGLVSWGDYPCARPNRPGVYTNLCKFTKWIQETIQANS
Wee1 degr inh: Wee1 degradation inhibitors, primary screen, cell-based, HeLa, Wee1K328M-luciferase, luminescence. Wee1-like protein kinase (Homo sapiens), P30291. hit rate 1.2% among 220,000. HeLa Luc-Wee1K328M stability; 100% = proteasome inhibitor MG132 effect. reporter increase, % at 5 µM. AID 1321, 2008;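 active = activation above the mean of all tested compounds plus 3 SD, set per screening run, cut at about 8.8% in these data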;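 note: cells exposed to compound for 20 h before luminescence read; 0% = DMSO alone and 100% = MG132 at 30 µM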
Target sequence (P30291 whole entry K328M): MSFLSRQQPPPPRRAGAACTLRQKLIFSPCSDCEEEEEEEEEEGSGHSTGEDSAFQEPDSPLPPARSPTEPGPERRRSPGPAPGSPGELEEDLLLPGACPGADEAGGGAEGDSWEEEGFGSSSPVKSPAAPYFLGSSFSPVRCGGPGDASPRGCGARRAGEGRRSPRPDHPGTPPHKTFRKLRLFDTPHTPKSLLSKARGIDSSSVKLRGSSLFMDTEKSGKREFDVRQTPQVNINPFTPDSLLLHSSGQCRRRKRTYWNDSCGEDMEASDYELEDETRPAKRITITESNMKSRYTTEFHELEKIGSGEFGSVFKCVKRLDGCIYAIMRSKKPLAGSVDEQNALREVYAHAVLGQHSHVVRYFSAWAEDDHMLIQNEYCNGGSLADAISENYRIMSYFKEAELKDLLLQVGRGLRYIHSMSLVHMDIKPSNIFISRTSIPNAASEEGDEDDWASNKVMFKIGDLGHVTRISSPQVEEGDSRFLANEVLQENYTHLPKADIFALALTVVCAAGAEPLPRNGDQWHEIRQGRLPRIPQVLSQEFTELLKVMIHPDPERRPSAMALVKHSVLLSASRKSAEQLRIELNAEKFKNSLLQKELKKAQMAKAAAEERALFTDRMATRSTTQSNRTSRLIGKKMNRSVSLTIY
Rad51 HR inh: human RAD51 strand exchange inhibitors, primary screen, biochemical, fluorescence. hRad51 DNA strand exchange, fluorescence dequenching. inhibition, % at 10 µM. hit rate 0.085% among 200,000. AID 1385, 2008;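 active = inhibition above 40% at the single screening dose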;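 note: 0% = DMSO control wells and 100% = blanks with heterologous ssDNA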
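Test system: preformed human Rad51 ssDNA filaments. Compound dosing: single dose, 10 µM final compound. Incubation: filaments 15 min 37 °C, then compound 30 min. Technique: FRET fluorescence dequenching, excitation 485 nm, emission 520 nm. Read-out basis: percent inhibition from fluorescence, normalised to plate control and blank means. Benchmarks: plate controls and plate blanks.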
FXIa inh 1536: human FXIa protease inhibitors, primary screen, biochemical, 1536-well; Coagulation factor XI (Homo sapiens), P03951; inhibition, % at 5 µM; AID 798, 2007; purified FXIa, Boc-Glu-Ala-Arg-AMC fluorogenic substrate; hit rate 0.14% among 220,000;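 active = inhibition of at least 40%; inactive = inhibition below 40%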;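 note: fluorescence of freed AMC excited at 355 nm; 0% = enzyme without compound and 100% = no enzyme blank; many of its hits are not listed in these tables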
* = called active by the depositor; / = no result given; [ ] = another dose, or the depositor's remark.

1: COc1cc(-c2nc(CN3CCCN(C(=O)c4ccco4)CC3)c(C)o2)ccc1F
2: COc1ccc(NC(=O)CSc2ccc3c(c2)OCCO3)cc1OC
3: COc1cccc(-c2cc(C(=O)Nc3c(C)nn(Cc4ccccc4C)c3C)no2)c1
4: CC(CCc1ccccc1)NC(=O)c1cccnc1 (configuration not stated)
5: CC(C)CC(COCc1cccc(C(F)(F)F)c1)N1CCN(C(=O)c2cccc(C(F)(F)F)c2)CCC1=O (configuration not stated)
6: C/C(=N\NC(=O)C1CC1c1ccccc1)c1ccc(C)s1 (configuration not stated)

assay / compound	1	2	3	4	5	6
MDM2 E3 inh	-3.1	-27.7	-2.2	-9.6	/	-9.9
FXIIa inh	10.1	11.1	0.2	6.7	16.2	14.7
p97 ATPase inh	-3.7	0.4	-5.1	5.5	0.3	0.3
eIF4E-4G inh	-2.1	1.4	-5.8	4.5	-3.8	-0.8
14-3-3 Bad inh	-8.9	-13.5	-13.2	5.3	-7.7	12.6
KLK5 inh	-7.4	36.4	-4.9	38.5	-5.4	7.8
Wee1 degr inh	7.7	-0.1	-1.0	-0.1	-0.4	-1.9
Rad51 HR inh	-7.3	6.0	1.9	-0.4	-5.3	2.8
FXIa inh 1536	-0.6	6.5	-4.8	2.5	4.8	3.0

7: Cn1cc(CC(=O)NCCCN2CCCC2)c2ccccc21
8: Cc1nnsc1NC(=O)OCc1ccc(Cl)cc1Cl
9: Cc1ccc(C)c2[nH]c(=O)c(CCNC(=O)c3ccc(S(=O)(=O)N(C)C)cc3)cc12
10: N#Cc1c(/N=C/N2CCOCC2)sc2c1CCCCC2
11: Cc1ccc(CC2SC(N)=NC2=O)cc1 (configuration not stated)
12: CCOC(=O)Cc1csc(NC(=O)Cn2cnc3c2c(=O)n(C)c(=O)n3C)n1

assay / compound	7	8	9	10	11	12
MDM2 E3 inh	-6.4	-12.7	-15.1	-10.6	2.5	-3.6
FXIIa inh	8.6	12.5	14.8	-39.1	3.7	1.1
p97 ATPase inh	6.5	-3.8	-0.3	-2.2	7.8	7.8
eIF4E-4G inh	-1.0[fluorescence artefact?]	-8.1	1.8	3.3	-2.9	-0.1
14-3-3 Bad inh	-14.2[fluorescence artefact?]	7.0	-1.3	-20.9	-4.6	3.8
KLK5 inh	-1.3	-13.8	-4.2	-2.2	-1.3	14.4
Wee1 degr inh	1.7	-3.5	1.7	0.2	3.9	-1.0
Rad51 HR inh	-0.4	-10.6	3.3	-2.0	9.0	10.5
FXIa inh 1536	4.6	2.7	3.1	3.0	-4.2	-1.7

13: O=C(Nc1nc2c(s1)CN(Cc1ccccc1)CC2)C1CCCC1
14: CC(=O)Nc1ccc(-c2csc(NNC(=O)c3ccccc3)n2)cc1
15: COC(=O)c1ccc(C)c(NC(=O)CCNC(=O)c2ccc([N+](=O)[O-])cc2)c1
16: Cc1nc2ccc(NC(=O)c3ccc([N+](=O)[O-])cc3[N+](=O)[O-])cc2s1
17: CN1CCN(CCCCOc2ccccc2C=O)CC1
18: Cn1c(=O)c2c(ncn2Cc2ccccc2)n(C)c1=O

assay / compound	13	14	15	16	17	18
MDM2 E3 inh	-11.3	-14.5	-16.8	-11.4	-12.7	3.0
FXIIa inh	5.6	3.9	0.7	-0.7	6.5	9.3
p97 ATPase inh	4.5	0.1	-2.0	-3.7	-0.4	0.6
eIF4E-4G inh	0.7	0.8	4.3	0.9	5.7	0.6
14-3-3 Bad inh	-18.4	1.5	0.1[fluorescence artefact?]	-2.2	61.9	4.4
KLK5 inh	1.9	-12.2	-4.7	-5.6	-3.9	-13.2
Wee1 degr inh	2.0	-4.3	-2.3	-0.8	-1.7	-1.0
Rad51 HR inh	9.3	18.7	-3.0	0.0	2.9	-1.8
FXIa inh 1536	8.2	2.1	-5.9	-5.6	7.0	3.4

19: O=S(=O)(c1cccc(NC(=S)N2CCN(c3ccccc3F)CC2)c1)C(F)F
20: O=C(CCCOc1ccccc1)OCn1nnc2ccccc2c1=O
21: COC(=O)c1cccc(CSc2nnc(-c3ccco3)n2-c2ccccc2)c1
22: CCCCN(CCCC)Cc1cc2ccccc2c2c1COC2
23: CC(=O)OCC(CCn1cnc2cnc(N)nc21)COC(C)=O
24: CC(=O)Nc1ccc2[nH]c(C)cc(=O)c2c1

assay / compound	19	20	21	22	23	24
MDM2 E3 inh	-10.5	-15.4	3.5	0.3	/	-16.2
FXIIa inh	2.7	1.9	12.3	13.8	/	4.5
p97 ATPase inh	-1.1	0.2	0.9	6.9	5.7	1.3
eIF4E-4G inh	0.6	-2.9	1.9[fluorescence artefact?]	4.4[fluorescence artefact?]	-0.2	-5.0[fluorescence artefact?]
14-3-3 Bad inh	0.2[fluorescence artefact?]	-7.0	-10.1	4.8[fluorescence artefact?]	-1.7	-1.8[fluorescence artefact?]
KLK5 inh	-5.0	-3.2	39.5	2.1	/	-28.8
Wee1 degr inh	-3.4	0.5	1.4	3.1	3.1	-0.8
Rad51 HR inh	0.6	1.7	/	-0.8	-9.3	7.1
FXIa inh 1536	4.7	-2.2	1.7	-15.7	/	-15.5

25: CCOC(=O)N1CCC(NS(=O)(=O)c2ccc3c(c2)oc(=O)n3C)CC1
26: COc1ccc(CCN(Cc2cc3cc(C)cc(C)c3nc2Cl)C(=O)C2CC2)cc1
27: CCc1sc(N(C(=O)Cc2ccccc2)c2cccc(F)c2)nc1-c1ccc(C)cc1
28: CC1CCN(Cc2c(O)ccc3c(=O)c(-c4nc5ccccc5s4)c(N)oc23)CC1
29: O=C(C1CCC(CNc2nc(=S)[nH]c3ccccc23)CC1)N1CCN(c2ccc(F)cc2)CC1 (configuration not stated)
30: Cc1noc(C)c1COc1ccc(C(=O)OCC(=O)Nc2ccc3c(c2)OCO3)cc1

assay / compound	25	26	27	28	29	30
MDM2 E3 inh	-8.6	-6.7	-9.1	-17.9	10.8	-22.3
FXIIa inh	-11.1	11.0	6.0	4.6	5.9	7.0
p97 ATPase inh	1.9	-2.2	1.4	-3.9	7.3	-0.8
eIF4E-4G inh	7.8	0.7	4.1	3.5	-8.2	-0.2
14-3-3 Bad inh	-0.7	3.8	2.8	0.5	-4.0	1.4
KLK5 inh	-14.3	4.5	2.4	-13.2	-1.6	-6.5
Wee1 degr inh	3.3	-0.3	-0.7	2.1	-2.0	-0.8
Rad51 HR inh	-21.2	/	2.9	37.4	4.4	0.0
FXIa inh 1536	-9.1	1.7	-2.4	13.4	-1.6	-2.6

31: COc1cccc(OCCN2CCN(c3ncnc4c3cnn4-c3ccccc3)CC2)c1
32: COc1ccc(OC)c(C2=Nn3c(nnc3-c3cc(OC)c(OC)c(OC)c3)SC2)c1
33: CCN(CC)S(=O)(=O)c1ccc(Cl)c(C(=O)Nc2cc(C)nn2-c2ccccc2)c1
34: CCC1(C)Nc2ccccc2C(=O)N1O (configuration not stated)
35: Cc1cccc(NC(=O)c2ccc(C(=O)c3ccccc3)o2)c1
36: O=C(COC(=O)/C=C/c1ccc(Cl)cc1Cl)NCCC1=CCCCC1

assay / compound	31	32	33	34	35	36
MDM2 E3 inh	-7.2	11.5	-19.6	-10.9	-18.4	-16.5
FXIIa inh	15.8	14.9	11.0	-7.7	8.8	27.0
p97 ATPase inh	-9.2	4.2	-2.9	4.9	-0.7	1.4
eIF4E-4G inh	2.5	0.1[fluorescence artefact?]	-1.7	-2.8	-1.9	2.3
14-3-3 Bad inh	-8.0	-16.4[fluorescence artefact?]	-1.1	-19.9[fluorescence artefact?]	-4.4	-2.5[fluorescence artefact?]
KLK5 inh	-2.1	-0.9	-18.5	-0.7	-5.0	-4.2
Wee1 degr inh	3.5	4.5	2.8	-1.1	5.0	5.9
Rad51 HR inh	3.8	-13.8	0.5	40.7*	22.1	0.1
FXIa inh 1536	0.9	2.2	5.7	-9.0	-1.5	19.9

Arranged by value in 14-3-3 Bad inh (low to high): three from the list above
cpd | SMILES | 14-3-3 Bad inh
31 | COc1cccc(OCCN2CCN(c3ncnc4c3cnn4-c3ccccc3)CC2)c1 | -8.0
35 | Cc1cccc(NC(=O)c2ccc(C(=O)c3ccccc3)o2)c1 | -4.4
33 | CCN(CC)S(=O)(=O)c1ccc(Cl)c(C(=O)Nc2cc(C)nn2-c2ccccc2)c1 | -1.1

Next records follow.
37: Cc1cc2c(NS(=O)(=O)c3ccc(F)cc3)cccc2nn1
38: CC(C)(C)NC(=O)CN(C(=O)C(=O)Nc1ccc2c(c1)OCCO2)C(C)(C)C
39: C=CCSc1nnnn1-c1ccc(OC)cc1
40: C=CCN(Cc1cn(C)nc1-c1cccc(Cl)c1)C1CCS(=O)(=O)C1 (configuration not stated)
41: O=C(COC(=O)CC(c1ccccc1)c1ccccc1)NCc1ccc(Cl)cc1
42: C=C(C)CN1CCN(c2ccc(N3C(=O)CCCC3=O)cc2[N+](=O)[O-])CC1

assay / compound	37	38	39	40	41	42
MDM2 E3 inh	-8.3	-11.5	-15.2	-12.6	-4.2	15.7
FXIIa inh	8.2	2.1	13.8	10.1	3.9	12.8
p97 ATPase inh	4.7	3.0	4.1	-1.5	-4.7	3.4
eIF4E-4G inh	-4.7	1.2	-1.9	-2.0	-1.5	0.2
14-3-3 Bad inh	7.0	-0.6	-13.4	96.2*	6.0[fluorescence artefact?]	-10.4
KLK5 inh	-6.7	-2.6	6.9	/	-14.7	7.9
Wee1 degr inh	-1.9	-0.3	-1.1	-2.9	1.0	-1.5
Rad51 HR inh	-4.9	9.7	0.6	20.3	-3.8	1.6
FXIa inh 1536	3.6	-4.0	0.2	1.7	-6.8	0.0

43: C=CCn1c(Cc2cccs2)nnc1SCC(=O)c1ccc(F)cc1
44: COCC(C)NC(=O)c1cc(OC)cc(OC)c1 (configuration not stated)
45: COC(=O)C1CCN(C(=O)Nc2ccc(OC)cc2)CC1
46: Cc1ccc(S(=O)(=O)N2CCCN(S(=O)(=O)C3CCS(=O)(=O)C3)CC2)cc1 (configuration not stated)
47: Cc1ccsc1C(=O)OCC(=O)Nc1cccc(S(=O)(=O)NC2=NCCCCC2)c1
48: CC(C)c1ccccc1NC(=S)NC1CCN(Cc2ccccc2)CC1

assay / compound	43	44	45	46	47	48
MDM2 E3 inh	-30.9	-14.0	8.9	7.6	1.2	-6.7
FXIIa inh	13.1	-7.0	13.0	-4.2	1.9	6.0
p97 ATPase inh	-2.7	0.3	4.4	0.2	4.0	-0.6
eIF4E-4G inh	-2.2	-2.8	5.9	-4.3[fluorescence artefact?]	1.9	-1.3
14-3-3 Bad inh	-9.8	-8.6	4.4	-3.9	4.2	6.5
KLK5 inh	-11.5	-23.1	-8.8	-4.3	-2.0	-6.6
Wee1 degr inh	0.0	0.0	-1.7	-0.8	-1.3	-3.6
Rad51 HR inh	11.7	6.2	8.3	-0.5	2.4	-0.9
FXIa inh 1536	-4.2	-5.4	-1.0	-2.8	-2.6	-3.9

High-throughput results as filed in PubChem BioAssay.
